# High-throughput results: PubChem, several laboratories
# UHRF1 MBD2 ctr: human UHRF1 methylated DNA binding inhibitors. UHRF1 binding to methylated oligo, TR-FRET. AID 687016. actives 0.75% (n = 370,000). Q96T88. inhibition, % at 4.4 µM; in the data active means inhibition above about 21%;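 further: UHRF1 SRA domain binding a hemimethylated CpG hairpin DNA probe; 0% = median of test compound wells and 100% = reference inhibitor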
# Target sequence (Q96T88 whole entry, looked up, the tested form may be a part): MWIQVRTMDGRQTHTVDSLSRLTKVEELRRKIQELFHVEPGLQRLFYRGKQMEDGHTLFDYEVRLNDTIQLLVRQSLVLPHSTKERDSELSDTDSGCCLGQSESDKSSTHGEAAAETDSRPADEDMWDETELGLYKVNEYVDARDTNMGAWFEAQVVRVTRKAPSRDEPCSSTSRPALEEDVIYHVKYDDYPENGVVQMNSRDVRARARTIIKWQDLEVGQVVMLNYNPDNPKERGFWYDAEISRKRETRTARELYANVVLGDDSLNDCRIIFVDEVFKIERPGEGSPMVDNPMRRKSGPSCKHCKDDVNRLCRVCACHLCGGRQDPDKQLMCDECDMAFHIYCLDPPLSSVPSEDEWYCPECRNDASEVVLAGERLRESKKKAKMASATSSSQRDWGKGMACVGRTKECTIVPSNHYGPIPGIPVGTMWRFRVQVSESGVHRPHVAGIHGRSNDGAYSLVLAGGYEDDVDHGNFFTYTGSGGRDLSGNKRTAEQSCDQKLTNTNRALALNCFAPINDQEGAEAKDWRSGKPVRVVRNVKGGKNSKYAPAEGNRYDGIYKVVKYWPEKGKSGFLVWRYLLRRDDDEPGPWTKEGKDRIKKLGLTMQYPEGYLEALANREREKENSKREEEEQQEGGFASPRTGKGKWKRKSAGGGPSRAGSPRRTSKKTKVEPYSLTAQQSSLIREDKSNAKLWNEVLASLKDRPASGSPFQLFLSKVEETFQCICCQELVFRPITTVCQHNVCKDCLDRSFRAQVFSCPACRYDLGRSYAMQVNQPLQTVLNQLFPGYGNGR
# Rev-erbA mod: modulators of human Rev-erb alpha DNA binding; P20393; Rev-erbα–FITC-DNA binding, fluorescence polarization, 90 min; activity, % at 10 µM; actives 0.79% (n = 370,000);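 active means activity above about 14%, limit read from the data; passing the limit was not always enough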;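 further: 0% = DMSO wells with 35 nM protein and 100% = DMSO wells with 750 nM protein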
# PRMT1 inh: blocks human protein arginine methyltransferase 1 | recombinant PRMT1, activity-based probe fluorescence polarization | inhibition, % at 2.79 µM | Q99873 | actives 1.3% (n = 370,000) | AID 652257;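 active means inhibition above about 21% made by adding two undisclosed values, limit read from the data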
# rCAG binder: molecules binding r(CAG) RNA repeats; inhibition, % at 3 µM; r(CAG) RNA repeat, TO-PRO-1 dye displacement fluorescence; actives 1.3% (n = 370,000);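 active means inhibition above the plate cutoff, the mean of all test compounds on that plate plus 3 SD, cut at about 35% in these data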;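 further: 0% = DMSO alone and 100% = 100 µM mitoxantrone as full dye displacement; higher means more dye released from RNA so lower well fluorescence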
# mABHD4 FP: inhibits mouse alpha/beta hydrolase domain 4; Q8VD66; purified mABHD4, FP-Rh probe fluorescence polarization; inhibition, % at 8.92 µM; actives 0.54% (n = 370,000);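 active means inhibition exceeding the mean over every tested compound plus 3 SD, cut at about 30% in these data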;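 further: 0% = plate median of compound wells and 100% = S159A mutant with DMSO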
#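 assay system = mABHD4 protein | compound dosing = single nominal dose of 8.92 µM, 0.89% DMSO final | read-out basis = percent inhibition of probe binding, normalized to plate controls | schedule = Enzyme–compound pre-incubation 45 min, then probe 60 min, both 25 °C | detection = fluorescence polarization, excitation 525 nm, emission 598 nm, BODIPY TMR filters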
# LEDGF integ inh: blocks HIV-1 LEDGF/p75-dependent DNA integration; TR-FRET IN-LEDGF/p75 DNA integration, Eu/Cy5; inhibition, % at 3.7 µM; actives 0.64% (n = 370,000);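 active means inhibition above the screen-wide mean plus 3 SD, cut at about 13% in these data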;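 further: signal is the Cy5 over europium emission ratio at 671 and 618 nm; 0% = plate median of compound wells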
# HTRA1 inhibitor: inhibitors of human serine peptidase HTRA1; actives 0.5% (n = 340,000); recombinant HTRA1, FP-rhodamine activity-based probe, fluorescence polarization; Q92743; inhibition, % at 5.96 µM; in the data active means inhibition above about 36%;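 further: 0% = enzyme with DMSO and 100% = wells lacking enzyme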
# PG9 binder: small molecules binding HIV-1 gp120 antibody PG9. AID 624416. TR-FRET gp120-PG9 antibody binding. inhibition, % at 6.7 µM. actives 0.43% (n = 360,000); in the data active means inhibition above about 8.5%
# TCR CD3 inh: human TCR-CD3 binding inhibition; TAMRA-labeled TCR probe fluorescence, biochemical; inhibition, % at 9.4 µM; actives 0.37% (n = 360,000); AID 651800; in the data active means inhibition above about 19%;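 further: recombinant mutant TCR 2C K166C tagged with TAMRA read by polarization; 0% = receptor in buffer alone and 100% = receptor with positive control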
# MBD2 inh: blocks human MBD2 binding to methylated DNA. Q9UBB5. TR-FRET, MBD2 binding to methylated oligonucleotide. inhibition, % at 4.4 µM. actives 0.31% (n = 370,000). AID 686964; in the data active means inhibition above about 13%
# * = called active by the depositor; & = joins results of further samples. Some of the compounds tested; rates above refer to the full screens.
# Each structure is followed by: UHRF1 MBD2 ctr | Rev-erbA mod | PRMT1 inh | rCAG binder | mABHD4 FP | LEDGF integ inh | HTRA1 inhibitor | PG9 binder | TCR CD3 inh | MBD2 inh
1. NC1=NC(=O)/C(=C\c2ccco2)S1
  68* | -21 | 63* | 37* | 31* | 62* | 18 | -2.2 | 23* | 24*
2. O=C(N/N=C/C(Br)=C/c1ccccc1)c1ccccc1[N+](=O)[O-]
  1 | 6 | -4 | 5 | -4 | 2 | -12 | -1.8 | -3 | 8
3. COc1cccc(NC(=O)CN(C)C(=O)c2ccc(OCC3CCCO3)cc2)c1 (stereo unspecified)
  0 | -3 | -1 | -8 | 2 | 0 | -3 | 1.3 | -4 | -4
4. CCCCC(=O)Oc1c(S(=O)(=O)c2ccccc2)c(C)nn1C(C)(C)C
  1 | 0 | 3 | -9 | -1 | 0 | -7 | 0.6 | -3 | 5
5. Cc1cc(NC(=O)c2ccc(Cl)cc2)n(CCC#N)n1
  4 | 0 | 3 | -2 | 8 | -3 | 5 | -0.5 | -10 | 2
6. CNC(=O)c1[nH]cnc1C(=O)Nc1ccccn1
  -2 | 1 | 1 | 1 | 0 | 0 | 2 | 0.1 | 4 | 1
7. O=C(Oc1ccc2c(=O)c(Cl)coc2c1)c1ccncc1
  0 | 1 | 1 | 0 | -2 | 2 | 7 | 2.0 | -2 | -2
8. CCc1c(C)sc(NC(=O)CN2CCN(C(=O)c3ccco3)CC2)c1C(=O)OC
  -1 | 2 | 0 | -3 | 1 | 5 | -18 | -1.6 | 1 | 4
9. O=[N+]([O-])c1cc(S(=O)(=O)CCCN2CCOCC2)ccc1F
  -3 | -2 | -1 | -2 | 1 | 0 | -9 | -2.4 | 5 | 8
10. O=C(Nc1ccc(S(=O)(=O)N2CCCC2)cc1)c1ccc2c(=O)n3c(nc2c1)CCCCC3
  8 | 0 | 5 | -2 | -9 | -5 | 3 | -0.6 | -5 | 6
11. O=C(CCNC(=O)c1ccccc1Cl)OCC(=O)c1ccccc1
  1 | -4 | -1 | -7 | 0 | -3 | -2 | -0.7 | -2 | 3
12. CCc1ccc(C2C3=C(CC(C)(C)CC3=O)OC3=C2C(=O)CC(C)(C)C3)cc1
  5 | 0 | 6 | -8 | -5 | -1 | 4 | -3.0 | 5 | 8
13. COC(=O)[C@H](Cc1ccccc1)NC(=O)N1CCCCC1
  -3 | -4 | -7 | -2 | 7 | 2 | 2 | -1.7 | 5 | 2
14. COc1ccc(C)cc1NCc1cc(=O)oc2cc(-c3ccccc3)c(O)cc12
  -3 | 9 | -4 | 13 | -1 | -1 | 3 | -2.4 | 5 | -2
15. O=C1COc2ccc(S(=O)(=O)NCCc3ccc(Cl)cc3)cc2N1
  0 | -2 | -3 | 1 | 0 | 2 | 6 | -1.3 | 0 | -4

# In another format: results already given.
nr | structure | UHRF1 MBD2 ctr | Rev-erbA mod | PRMT1 inh | rCAG binder | mABHD4 FP | LEDGF integ inh | HTRA1 inhibitor | PG9 binder | TCR CD3 inh | MBD2 inh
1 | NC1=NC(=O)/C(=C\c2ccco2)S1 | 68* | -21 | 63* | 37* | 31* | 62* | 18 | -2.2 | 23* | 24*
2 | O=C(N/N=C/C(Br)=C/c1ccccc1)c1ccccc1[N+](=O)[O-] | 1 | 6 | -4 | 5 | -4 | 2 | -12 | -1.8 | -3 | 8
3 | COc1cccc(NC(=O)CN(C)C(=O)c2ccc(OCC3CCCO3)cc2)c1 (stereo unspecified) | 0 | -3 | -1 | -8 | 2 | 0 | -3 | 1.3 | -4 | -4
4 | CCCCC(=O)Oc1c(S(=O)(=O)c2ccccc2)c(C)nn1C(C)(C)C | 1 | 0 | 3 | -9 | -1 | 0 | -7 | 0.6 | -3 | 5
5 | Cc1cc(NC(=O)c2ccc(Cl)cc2)n(CCC#N)n1 | 4 | 0 | 3 | -2 | 8 | -3 | 5 | -0.5 | -10 | 2
6 | CNC(=O)c1[nH]cnc1C(=O)Nc1ccccn1 | -2 | 1 | 1 | 1 | 0 | 0 | 2 | 0.1 | 4 | 1
7 | O=C(Oc1ccc2c(=O)c(Cl)coc2c1)c1ccncc1 | 0 | 1 | 1 | 0 | -2 | 2 | 7 | 2.0 | -2 | -2
8 | CCc1c(C)sc(NC(=O)CN2CCN(C(=O)c3ccco3)CC2)c1C(=O)OC | -1 | 2 | 0 | -3 | 1 | 5 | -18 | -1.6 | 1 | 4
9 | O=[N+]([O-])c1cc(S(=O)(=O)CCCN2CCOCC2)ccc1F | -3 | -2 | -1 | -2 | 1 | 0 | -9 | -2.4 | 5 | 8
10 | O=C(Nc1ccc(S(=O)(=O)N2CCCC2)cc1)c1ccc2c(=O)n3c(nc2c1)CCCCC3 | 8 | 0 | 5 | -2 | -9 | -5 | 3 | -0.6 | -5 | 6
11 | O=C(CCNC(=O)c1ccccc1Cl)OCC(=O)c1ccccc1 | 1 | -4 | -1 | -7 | 0 | -3 | -2 | -0.7 | -2 | 3
12 | CCc1ccc(C2C3=C(CC(C)(C)CC3=O)OC3=C2C(=O)CC(C)(C)C3)cc1 | 5 | 0 | 6 | -8 | -5 | -1 | 4 | -3.0 | 5 | 8
13 | COC(=O)[C@H](Cc1ccccc1)NC(=O)N1CCCCC1 | -3 | -4 | -7 | -2 | 7 | 2 | 2 | -1.7 | 5 | 2
14 | COc1ccc(C)cc1NCc1cc(=O)oc2cc(-c3ccccc3)c(O)cc12 | -3 | 9 | -4 | 13 | -1 | -1 | 3 | -2.4 | 5 | -2

# The list goes on:
# Each structure is followed by: UHRF1 MBD2 ctr | Rev-erbA mod | PRMT1 inh | rCAG binder | mABHD4 FP | LEDGF integ inh | HTRA1 inhibitor | PG9 binder | TCR CD3 inh | MBD2 inh
16. COc1cc(OC)c(C2CC(=O)N3CN(c4ccc(C)cc4)CSC3=C2C#N)cc1OC (stereo unspecified)
  0 | 1 | 62* | 33 | 17 | 13 | -3 | 2.6 | -4 | -6
17. Fc1ccc(/C=N/NC(=S)Nc2ccc(Cl)cc2Cl)cc1
  -1 | 1 | 0 | 6 | -1 | 2 | 0 | 0.2 | 2 | -2
18. C=CCn1c(=O)c(C#N)cc2c(=O)n3ccccc3nc21
  -9 | -3 | 0 | 5 | 11 | -1 | 2 | 1.8 | -2 | -7
19. O=C(CSc1ccccc1Cl)N1CCC(c2nc3ccccc3s2)CC1
  4 | 4 | 0 | -5 | -25 | -1 | -25 | -1.0 | 3 | 0
20. Cn1c(C(=O)NCC2CCCO2)cc2c(=O)n(C)c3ccccc3c21 (stereo unspecified)
  1 | -1 | 4 | 4 | -5 | -2 | 4 | -1.6 | -5 | 1
21. NC(CO)C(=O)NNCc1ccc(O)c(O)c1O (stereo unspecified)
  11 | 4&-6 | 30* | 2 | 37* | 43* | 7 | -0.5 | 16 | 7
22. CCC1(c2ccc(F)cc2)NC(=O)N(CC(=O)Nc2cccc(S(=O)(=O)N3CCCCC3)c2)C1=O (stereo unspecified)
  -1 | -2 | -5 | 7 | -11 | 3 | -23 | -0.4 | 6 | -5
23. COc1ccc([N+](=O)[O-])cc1NC(=O)Cn1ccsc1=N
  -1 | -1 | 0 | -3 | 11 | 0 | 0 | -2.1 | -5 | 4
24. CCOc1cc(CNS(=O)(=O)c2ccc3c(c2)CC(=O)N3C)cc(OCC)c1OCC
  -1 | 8 | -1 | 5 | 0 | -5 | 4 | -0.4 | -1 | 1
25. CCN(CC(=O)Nc1ccc(NC(C)=O)cc1)C(=O)Cc1coc2cc(C)c(C)cc12
  5 | 3 | -8 | 6 | -8 | 3 | -4 | -0.4 | 9 | 4
26. CCOc1ccc(NC(=O)CCNC(=O)c2ccco2)cc1
  0 | 2 | 1 | 3 | -4 | -1 | 1 | -2.2 | 8 | -1
27. COc1ccc(N/C(=N\c2nc(C)cc(C)n2)NC(C)=O)cc1OC
  13 | 7 | 0 | -1 | 4 | 5 | -1 | 3.3 | -2 | -5
28. Cc1ccc(C)c(N=Nc2nc3ccccc3n2C)c1
  -8 | 0 | 3 | -1 | 13 | -3 | 11 | -3.0 | 5 | -7
29. Cn1ncc(N=Cc2ccccc2)c1C(=O)Nc1cccc(Cl)c1
  -4 | 0 | 0 | 1 | 1 | 0 | -1 | -0.8 | 4 | 2
30. CCCCc1ccc(NC(=O)CSc2nc(=O)n(CCN(CC)CC)c3c2CCCC3)cc1
  -2 | 2 | -1 | -7 | 0 | -3 | -22 | 0.2 | -1 | -3
31. COc1ccc(/C=C2\Oc3cc(OCC(=O)N4CC(O)C[C@H]4C(=O)O)ccc3C2=O)cc1OC (stereo partly specified)
  -7 | -3 | 2 | 22 | -2 | -1 | -2 | -11 | -5 | -2
32. O=C(Cc1ncc(C(F)(F)F)cc1Cl)NCc1ccco1
  0 | 0 | -4 | -4 | -2 | 4 | 9 | 0.9 | 5 | -2
33. CCOc1ccc(N2C(=O)NC(Cc3c[nH]c4ccccc34)C2=O)cc1 (stereo unspecified)
  1 | 0 | 4 | 1 | 1 | 5 | 2 | 1.9 | 4 | -3
34. COc1cc2c(cc1OC)C(C)N(C(=S)NC(=O)c1ccccc1)CC2 (stereo unspecified)
  3 | -3 | 1 | 0 | 0 | 0 | 0 | 0.5 | -1 | 8
35. C=C1C(=O)OCC2C(C(=O)O)=CC3C(C)C(C)=CC123 (stereo unspecified)
  -1 | 4 | 1 | 0 | -7 | -2 | 3 | -0.4 | 2 | 2
36. Cc1cc(C)c(S(=O)(=O)c2ccccc2)c(=O)[nH]1
  4 | 9 | 4 | -2 | 1 | -1 | 5 | 3.0 | 3 | 2
37. CCCCn1c(N)c(N(CC)C(=O)CCNC(=O)c2ccc(Cl)cc2)c(=O)[nH]c1=O
  0 | -11 | 1 | 4 | 5 | 0 | 0 | -0.8 | -8 | 4
38. Cc1ccc(CSc2nc3ccsc3c(=O)n2Cc2ccccn2)cc1
  -5 | -6 | -1 | -3 | -11 | 1 | -31 | -0.7 | 9 | 3
39. COc1ccc(CC(=O)O/N=C(\N)c2ccc(Br)cc2)cc1OC
  -2 | 3 | 1 | 11 | -5 | -9 | -5 | 3.0 | 2 | -3
40. CCN(CC)CCCN=Cc1c(O)n(-c2ccccc2C)c(=O)c2ccccc12
  3 | 5 | -6 | -5 | 6 | 1 | 2 | -3.2 | -2 | 4
41. COc1ccc(C(=O)Cc2nnc(C)s2)c(OC)c1
  6 | 0 | 5 | -2 | 15 | 0 | 3 | -0.6 | -3 | 3
42. CC(=O)OCC1(O)CC23CCC4c5ccoc5CCC4(C)C2CCC1C3 (stereo unspecified)
  3 | -1 | 10 | 0 | -3 | 37* | -15 | 0.1 | 0 | 0
43. O=C(Nc1ccccc1)Nc1n[nH]c2nnc(-c3ccccc3)c(-c3ccccc3)c12
  -1 | -8 | -1 | 14 | -14 | -3 | -12 | 1.1 | 3 | 1
44. COC(=O)C[C@@H]1C[C@H]2c3cc(NC(=O)C4CCC4)ccc3O[C@H]2[C@@H](CO)O1
  2 | -2 | 1 | 0 | 7 | -2 | 6 | -1.1 | -4 | 4
45. COc1ccc(NC(=O)C2CCN(c3nc(C)nc4c3CCC4)CC2)cc1
  13 | 3 | 1 | -1 | 4 | -2 | -2 | -1.7 | -9 | 3
46. Cn1nnnc1Sc1ncnc2scc(-c3ccccc3C(F)(F)F)c12
  -9 | 3 | 39* | -1 | -3 | -6 | -16 | -0.8 | 3 | -2
